High-throughput results as filed in PubChem BioAssay.
PV pol inh: poliovirus RdRp elongation inhibitors, primary screen, biochemical, fluorescence polarization, total intensity; actives 0.66% (n = 150,000); AID 588519, 2011; Genome polyprotein (Poliovirus type 1 (strain Mahoney)), P03300; poliovirus polymerase elongation; stronger effect = lower value; % elongation, % (compound at 16.7 µg/mL); in the data active = % elongation below about 90%; also: some results filed as inactive read as strong as hits
Target sequence (P03300 1749-2209 limits assumed): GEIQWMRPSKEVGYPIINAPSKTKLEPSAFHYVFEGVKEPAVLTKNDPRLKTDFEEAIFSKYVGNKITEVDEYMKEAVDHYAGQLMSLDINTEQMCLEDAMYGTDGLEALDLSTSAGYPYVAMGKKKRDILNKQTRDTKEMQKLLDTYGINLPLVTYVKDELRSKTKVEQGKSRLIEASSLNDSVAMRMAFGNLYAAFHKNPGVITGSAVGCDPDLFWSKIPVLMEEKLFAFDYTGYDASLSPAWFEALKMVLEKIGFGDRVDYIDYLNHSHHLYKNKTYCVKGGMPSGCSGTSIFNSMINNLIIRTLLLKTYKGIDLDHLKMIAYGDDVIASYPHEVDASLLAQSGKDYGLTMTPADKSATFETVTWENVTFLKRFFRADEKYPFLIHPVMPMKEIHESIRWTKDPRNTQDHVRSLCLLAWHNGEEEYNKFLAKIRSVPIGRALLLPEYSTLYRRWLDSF
PV pol inh FP z-score: recorded beside PV pol inh, whose call it bears; z-score; measured here: FP z-score; hits read low
* = called active by the depositor; & = joins results of further samples. Only part of the results is shown. The share of hits here may be higher or lower than overall.

The opening seven compounds, ahead of the listing:
SMILES	PV pol inh	PV pol inh FP z-score
CN(C)S(=O)(=O)N(CC(=O)NCCSCc1ccccc1Cl)c1ccccc1	108	0.8
CCN1C(=O)/C(=C/c2ccc3c(c2)OCO3)OC1=S	101	0.3
Cc1ccc(-n2nnc3c(sc4nc(C)cc(C)c43)c2=O)cc1	101	-0.3
COc1cc(C(=O)N=C2C(C)=CC(=O)C=C2C)cc(OC)c1OC	102	0.2
O=C(O)CCCSc1nc2ccccc2[nH]1	102	0.2
O=C(/C=C/c1c(Cl)nc2ccccn12)OCC1CCCO1 (centres undefined)	106	0.2
Cc1ccccc1-c1nnc(CN2CCN(c3cccc(C)c3C)CC2)o1	104	-0.4

The whole of this part, from the first entry:
SMILES	PV pol inh	PV pol inh FP z-score
CN(C)S(=O)(=O)N(CC(=O)NCCSCc1ccccc1Cl)c1ccccc1	108	0.8
CCN1C(=O)/C(=C/c2ccc3c(c2)OCO3)OC1=S	101	0.3
Cc1ccc(-n2nnc3c(sc4nc(C)cc(C)c43)c2=O)cc1	101	-0.3
COc1cc(C(=O)N=C2C(C)=CC(=O)C=C2C)cc(OC)c1OC	102	0.2
O=C(O)CCCSc1nc2ccccc2[nH]1	102	0.2
O=C(/C=C/c1c(Cl)nc2ccccn12)OCC1CCCO1 (centres undefined)	106	0.2
Cc1ccccc1-c1nnc(CN2CCN(c3cccc(C)c3C)CC2)o1	104	-0.4
O=C1NCC(O)=C1/C=N/Nc1ccccc1	103	0.3
CCCCN(C)CCCNC(=O)Cn1nc(CC)n2c(cc3sc(C)cc32)c1=O	105	-0.2
CCOc1ccccc1CNC(=O)c1ccc2c(c1)N(CC)CCS2	110	-0.1
CS(=O)(=O)Nc1ccc2c(c1)C(=O)NC2=O	100	-0.3
CC1CCC(C(C)C)C(NC(=S)Nc2cccc(F)c2)C1 (centres undefined)	105	0.4
CN(C)S(=O)(=O)c1ccc(Cl)c(C(=O)OCC(=O)C(C)(C)C)c1	102	-0.4
Cc1cccc(CN2C(=O)c3ccccc3S(=O)(=O)c3ccc(C(=O)OCC4CCCO4)cc32)c1 (centres undefined)	109	0.4
O=C(CCSc1ccccc1)Nc1nnc(-c2ccccc2)o1	100	-0.8
COc1ccc(Cn2c(=O)c3ccccc3n3c(-c4ccc(C)cc4)nnc23)cc1	110	0.1
Cc1c(-c2nc(-c3ccc4c(c3)OCO4)no2)nnn1-c1ccc(C(C)C)cc1	110	0.3
COCc1cc(C)nc2sc3c(c12)NC(c1ccc(O)cc1)N(c1ccc(OC)cc1)C3=O (centres undefined)	112	0.8
COc1ccc(CC(=O)Nc2sccc2C#N)cc1	102	-0.1
CCCCn1c(COc2ccc(OC)cc2)nc2cc(S(=O)(=O)N3CCOCC3)ccc21	106	0.5
COc1ccc(S(=O)(=O)N2CCN(Cc3nc4ccc(C)cc4o3)CC2)cc1Cl	99	-1.7
COc1ccc(OC)c(Nc2nc3cc(C)ccc3cc2C)c1	98	-0.6
Cc1ccc(S(=O)(=O)CCc2nnc(NC(=O)CCCC(=O)Nc3cc(C)on3)s2)cc1	106	1.4
CSc1nc(C)nc(Nc2cccc(C(F)(F)F)c2)c1C#N	98	-0.8
O=C1CC(=O)Nc2cc(S(=O)(=O)N3CCOc4ccccc43)ccc2N1	105	0

(continued)
SMILES	PV pol inh	PV pol inh FP z-score
Cc1ccc2c(cnn2C(=O)CCCC(=O)O)c1	103	-0.1
CC1CCN(S(=O)(=O)c2cn(CC(=O)Nc3ccc(F)c(Cl)c3)c(=O)c3ccccc23)CC1	110	0.3
COc1cc(NC(=O)CSc2ccc(-c3sc(C)nc3C)nn2)cc(OC)c1	110	0.6
Cc1ccc(S(=O)(=O)N(CC(=O)Nc2ccc3c(c2)OCCO3)C2CCCCC2)cc1	104	0.5
CC1CCCN(C(=O)COC(=O)c2ccc(-c3cccc(C(F)(F)F)c3)o2)C1 (centres undefined)	103	-0.1
CCOc1ccc(NC(c2ccccn2)c2oc(CO)cc(=O)c2O)cc1 (centres undefined)	100	-0.1
Cc1nn2c(CN(C(=O)CN3CCOCC3)c3ccccc3)nnc2c2ccccc12	101	0.1
CCOC(=O)c1ccc(NS(=O)(=O)c2ccc(-c3cc(C)no3)cc2)cc1	108	0.2
N#CCC(=O)Nc1ccc(Oc2ccccc2)cc1	103	0.7
CCC(=O)N1CCc2cc(S(=O)(=O)NC(CC(C)C)C(=O)Nc3cc(C)ccc3OC)ccc21 (centres undefined)	104	0
O=C(O)Cn1cccn1	99	-0.3
CCCCN(C(=O)c1sc2nc3n(c(=O)c2c1C)CCCCC3)C1CCN(C(C)=O)CC1	104	1
CCc1ccc(-n2nc3cc(C)c(NC(=O)c4cc(Cl)ccc4OC)cc3n2)cc1	109	1.2
COc1ccc(CCNC(=O)CSc2cc(=O)n(C)c3ccccc23)cc1OC	106	0.3
Cc1cccc(NC(=O)CSc2cn(CCNC(=O)c3ccc(F)cc3)c3ccccc23)c1C	101	-0.1
O=S(=O)(NCc1ccc2c(c1)OCO2)c1ccc(I)cc1	101	0.1
CNCCc1ccccn1	103	0.4
CCN1C(=O)C(C(c2ccncc2)c2c(O)n(CC)c(=S)n(CC)c2=O)C(=O)N(CC)C1=S (centres undefined)	101	0.2
CCOc1ccc(/C=C/c2nc(C#N)c(N3CCCCC3)o2)cc1	115	1.5
COC(=O)CC(=O)CN1C(=O)c2ccccc2C1=O	100	0
O=C(CCCn1c(=O)c2cccn2c2ccccc21)NCc1cccnc1	104	0.6
CCOc1nc(Nc2ccc(I)cc2C)nc(NC2CCCCC2)n1	101	-0.3
CN1C(=O)C(Cc2ccccc2)(Cc2ccccc2)c2ccccc21	101	-0.4
COc1ccc(C)cc1NC(=O)c1ccc2nc(Cc3ccccc3)oc2c1	111	1
CN1CCN(NC(=O)CCN2C(=O)/C(=C\c3ccco3)SC2=S)CC1	101	-0.2

As a working copy, some entries already given.
SMILES	PV pol inh	PV pol inh FP z-score
COc1ccc(C)cc1NC(=O)c1ccc2nc(Cc3ccccc3)oc2c1	111	1
CN1CCN(NC(=O)CCN2C(=O)/C(=C\c3ccco3)SC2=S)CC1	101	-0.2

The results go on.
SMILES	PV pol inh	PV pol inh FP z-score
CCCCC(=O)Nc1cc2nn(-c3ccc(OCC)cc3)nc2cc1C	107	0.8
Cc1noc(C)c1C(=O)COC(=O)c1ccc(S(=O)(=O)N2CC(C)OC(C)C2)cc1 (centres undefined)	103	-0.5
Cc1nc2ccccc2n1CCc1nc2c3ccccc3nc(SCc3ccc(F)cc3)n2n1	102	-0.8
O=C(O)COc1ccc(/C=C2\SC(=O)N(Cc3ccc(F)cc3)C2=O)cc1	103	0.2
O=C(CSc1nc2ccccc2n1-c1ccccc1)N1CCCC1	101	-0.1
COc1ccc(C(=O)Nc2c(O)c3ccccc3oc2=O)cc1OC	101	0
COc1ccc(CNC(=O)c2cc(-c3ccc(Br)s3)nc3ccccc23)c(OC)c1	108	0.6
Clc1ccc(CCNc2ncnc3c2nc2n3CCCC2)cc1	103	0.2
Cn1c(C2Sc3ccccc3NC2=O)ccc1C1Sc2ccccc2NC1=O (centres undefined)	101	-0.2
CCc1ccc(NC(=O)CSc2nccn2-c2ccc(OC)cc2)cc1	110	0.5
Cc1cc(C)cc(C(=O)N2CCCCCC2)c1	99	-0.5
CCN(CC)Cc1oc(-c2ccccc2)cc1C(=O)O	100	-0.5
CCOc1cc(C2N3CCc4ccccc4C3CN2S(=O)(=O)c2ccc(C)cc2)ccc1OC (centres undefined)	98	-0.4
Cc1cc(NC(=O)c2ccc(F)cc2)ccc1-c1cc2ccccc2oc1=O	108	0.7
COc1ccc(CNCCC(c2ccc3c(c2)OCO3)c2ccccc2OC)cc1 (centres undefined)	106	-0.9
O=C(C(NS(=O)(=O)c1ccccc1)c1ccccc1)N1CCCC1 (centres undefined)	99	-1.3
O=C(CN1C(=O)C2C3C=CC(C3)C2C1=O)Nc1ccc2ncccc2c1 (centres undefined)	101	-0.1
CC12C(=O)N(CCC(=O)O)C(=O)C1C1C=CC2C1 (centres undefined)	100	-0.3
CSCCC(NS(=O)(=O)c1ccc2c(c1)oc(=O)n2C)C(=O)N1CCN(c2cccc(Cl)c2)CC1 (centres undefined)	101	-0.4
COc1ccccc1N(C)C(=O)Cn1c(=O)oc2cc(S(=O)(=O)N3CCCC3)ccc21	103	-0.7
CC(C)COc1ccc(C(=O)N2N=C(C(F)F)CC2(O)C(F)F)cc1 (centres undefined)	106	0.7
CN(C)/C=C1\SC(=S)N(c2ccc(Br)cc2)C1=O	70	-4.6
NCCCC[C@H](N[C@@H](CCc1ccccc1)C(=O)O)C(=O)N1CCC[C@H]1C(=O)O	100&98	0.1&-0.4
COc1ccc(-c2cc3nc(C)c(CCC(=O)N4CCCC4)c(C)n3n2)c(OC)c1	101	0
O=C(NCc1ccco1)c1cccc(-c2nnc(-c3ccccc3)o2)c1	102	0.4

Quoted at random: three compounds from above, in no set order.
SMILES	PV pol inh	PV pol inh FP z-score
Cc1cc(NC(=O)c2ccc(F)cc2)ccc1-c1cc2ccccc2oc1=O	108	0.7
O=C(C(NS(=O)(=O)c1ccccc1)c1ccccc1)N1CCCC1 (centres undefined)	99	-1.3
CCc1ccc(NC(=O)CSc2nccn2-c2ccc(OC)cc2)cc1	110	0.5

(further entries)
SMILES	PV pol inh	PV pol inh FP z-score
COc1ccc(CCn2c(=S)[nH]c3ccc(Cl)cc3c2=O)cc1OC	101	-0.3
COc1cccc2cc(-c3cn4ccccc4n3)c(=O)oc12	101	-0.1
c1csc(CNc2ccc3c(c2)oc2ccccc23)c1	102	0.7
Cc1ccc(SCc2nc(-c3ccc(C(=O)NCc4ccc(Cl)cc4)cc3)oc2C)cc1	111	0.6
CCOc1ccc(-c2cc(CCCC(=O)NCCc3ccc(OC)c(OC)c3)no2)cc1	107	0.3
CCCCC1(C)N2CC3(C)CN1CC(C)(C2)C3=O (centres undefined)	104	0.6
CCOc1ccc(NS(=O)(=O)c2c(C)nc3sc(CC)nn3c2=O)cc1	107	0.5
CN1CCC(N(C)C(=O)c2cc(-c3ccc(F)cc3)nc3ccccc23)CC1	101	-0.2
O=C(Cn1nnc(-c2ccc(Cl)cc2)n1)NCC(F)(F)F	104	0.3
O=C(CNc1ccc(F)c(Cl)c1)Nc1ccc2c(c1)OCCO2	102	0.2
CCOc1ccc(CC(=O)NC2CC(C)(C)N(C)C(C)(C)C2)cc1OCC	104	0.3
CCN(CC)Cn1c(O)c(N=NC(=O)Cc2ccc(OC)cc2)c2cc(Br)ccc21	100	-0.4
CCn1c(C(=O)NCCc2ccc(OC)c(OC)c2)cc2sc(Cl)cc21	101	-1.2
CC(=O)Nc1ccc(C(F)(F)F)cc1N	101	0
O=C(COC(=O)c1ccccc1Br)c1cc2ccccc2o1	123	2.4
Cc1ccc(-n2ncc(N(C)N3CC(C)(C)C3=O)c(Cl)c2=O)cc1	104	-0.2
COc1ccc(S(=O)(=O)CCC(=O)O)cc1	101	0.2
Cc1cc(OCCCSc2nc(-c3ccc(C(C)(C)C)cc3)nc3cc(=O)[nH]n23)ccc1Cl	106	0
COC1CCCCC1NC1CCCC1 (centres undefined)	104	0.9
COc1ccc(CNC(=O)CCNc2ccc(C)cc2)cc1	106	0.3
Cc1cc(C)c(NC(=O)COC(=O)c2ccco2)c(C)c1	101	-0.1
Cn1cnnc1Sc1cc(C#N)c(C#N)cc1Sc1nncn1C	110	1
Cc1nc2ccc(-n3ccc(=O)cc3)cc2s1	102	-0.4
NC(=O)C1CCN(C(=O)/C=C/c2cccc(Br)c2)CC1	102	0.5
CCn1c2ccccc2c2cc(C3C(C#N)=C(C)NC(C)=C3C#N)ccc21	103	0.2

Remaining list, next part:
SMILES	PV pol inh	PV pol inh FP z-score
C[n+]1ccn(C/C(N)=N/O)c1	104	0.6
CCC(=O)N=C1SC2CS(=O)(=O)CC2N1CCc1ccccc1 (centres undefined)	105	0.6
CC(=O)Nc1nonc1-c1nnc(SCc2ccc(F)cc2Cl)n1C	110	0.8
CCc1cccc(CC)c1N(COC)C(=O)Cn1nnc2ccccc21	100	-1.7
O=C(Cn1ncc2c1-c1ccccc1OC2)N1CCCCC1	101	-1
O=C(/C=C/c1ccccc1)Nc1nnc(-c2ccc(Br)cc2)o1	103	0.2
CCOc1ccc2nc(NCCNC(=O)C3CCCCC3)c(C#N)cc2c1	105	2
Cc1nc2sccn2c(=O)c1S(=O)(=O)NC1CC1	102	0
c1ccc(-c2nc(N3CCCCC3)c3ccccc3n2)cc1	101	0
CCOc1ccc(CCNC(=O)C2CCCN(S(C)(=O)=O)C2)cc1OCC (centres undefined)	100	-0.2
Cc1ccc(C)n1-c1nnc(N2CCCC(C(=O)Nc3ccccc3Br)C2)s1 (centres undefined)	111	1.2
COc1cc(OC)c(N(C)C(=O)c2cn(C)c(=O)c3cc(OC)c(OC)cc23)cc1Cl	103	-0.6
CCc1ccc(NCc2cc3cc4c(cc3n(CC(=O)Nc3ccc(C)cc3)c2=O)OCO4)cc1	100	-1
CC(=O)NCc1ccc(S(N)(=O)=O)cc1	102	0
CCCCCCc1cc2cc(C#N)c(=O)oc2cc1O	81	-2.3
c1csc(C2=NCCC2)c1	96	-0.3
CC(C)CNC(=O)c1ccccc1N	102	0.6
O=c1c2c3nc4ccccc4nc3n(-c3cccc(Br)c3)c2ncn1CC1CCCO1 (centres undefined)	104	1
CCOC(=O)c1cnn2c(C(F)(F)F)cc(C)nc12	101	0
CCOc1ccc(CCNC(=O)C2CCN(S(=O)(=O)c3cccc4nonc34)CC2)cc1OCC	103	1
COC(=O)c1ccccc1NC(=O)Cc1coc2c(C)c(C)ccc12	104	0.6
COc1ccccc1-c1nnc(NC(=O)c2ccccc2S(C)(=O)=O)o1	104	0.6
CC(=O)c1cc(-c2ccc(F)cc2)n(CCC(=O)Nc2nc3c(C)cccc3s2)c1C	109	0.8
Cc1cc2oc(=O)c(CC(=O)NCCc3ccccc3)c(C)c2c2occ(C(C)(C)C)c12	109	0.2
N#Cc1c(NC(=O)COC(=O)C2CC3C=CC2C3)oc(-c2ccccc2)c1-c1ccccc1 (centres undefined)	100	-0.2
Cn1c(=O)cc(SCC(=O)NC2CCCCC2)c2ccccc21	102	-0.2
